HCV inhibitor = qHTS Assay for Inhibitors of Hepatitis C Virus (HCV) | Huh7.5.1 HCVcc-Cre infection, luciferase reporter, 44 h | Potency, µM (highest dose often 41.8 µM), inactives show top-dose activity change, negative = inhibition, hits mostly inhibitors | hit rate 3.4% among 340,000; note: potency is the fitted concentration of half-maximal effect
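HCVcc-Cre virus at an moi near 0.5 was added right after compound to cells cultured 4 h from seeding (1,000 cells/well). Luciferase activity was determined 44 h later, 15 min after substrate addition at RT.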
AMA1-RON2 inh = qHTS for Inhibitors of AMA1-RON; Towards Development of Antimalarial Drug Lead: Primary Screen. Plasmodium falciparum AMA1 (3D7) - RON2 peptide interaction. hit rate 0.2% among 360,000. AID 720542, 2013. AlphaScreen AMA1-biotinylated RON2 peptide binding. Potency, µM (doses to about 58.2 µM), inactives show top-dose activity change, negative = inhibition, usual class: inhibitors;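 note: potency is the fitted concentration of half-maximal effect; 0% = vehicle wells and -100% = peptide control; nearly all actives have a fitted effect of over 45% in size; some results filed as inactive show a strong effect at the top dose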
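AMA1 (3D7) with his tag at 25 nM final met compounds first, then biotinylated RON2 peptide at 25 nM; detection used donor plus acceptor beads, 10 µg/mL apiece, read by AlphaScreen after 30 min at room temperature.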
Sm TGR block = qHTS Assay for the Inhibitors of Schistosoma Mansoni Peroxiredoxins; purified TGR, DTNB reduction, TNB absorbance 405 nm; Potency, µM (top dose mostly 114 µM), for the others: top-dose activity change, negative = inhibition, hits mostly inhibitors; hit rate 3% among 360,000; AID 485364, 2010; Schistosoma mansoni thioredoxin glutathione reductase (TGR), Q962Y6; note: potency is the fitted concentration of half-maximal effect; nearly all actives have a fitted effect of over 60% in size
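TGR 20 nM + NADPH 100 uM (dispensed conc.), cpd preinc 15 min RT; start with NADPH (500 uM addition) then DTNB (15 mM addition). Kinetic TNB absorbance, 405 nm filter. Four-parameter Hill fit across titration.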
FBPA Giardia inh = qHTS Assay for Inhibitors of Fructose-1,6-bisphosphate Aldolase from Giardia Lamblia; AID 2451, 2010; A8B2U2; purified Giardia FBPA; Potency, µM (series often up to 59.6 µM), for inactives: at the top dose activity, negative = inhibition, most hits filed as inhibitors; hit rate 0.71% among 290,000; note: potency is the fitted concentration of half-maximal effect; nearly all actives have a fitted effect of over 55% in size
Target sequence (A8B2U2 whole entry, looked up): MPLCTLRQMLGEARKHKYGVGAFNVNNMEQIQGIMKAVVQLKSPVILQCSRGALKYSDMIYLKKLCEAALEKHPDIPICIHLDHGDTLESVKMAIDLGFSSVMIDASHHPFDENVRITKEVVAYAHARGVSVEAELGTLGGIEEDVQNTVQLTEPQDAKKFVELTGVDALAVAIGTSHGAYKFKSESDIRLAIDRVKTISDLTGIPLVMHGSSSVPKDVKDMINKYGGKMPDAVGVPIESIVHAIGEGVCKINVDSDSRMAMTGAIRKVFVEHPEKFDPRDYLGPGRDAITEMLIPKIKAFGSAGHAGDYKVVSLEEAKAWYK
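40 nM FBPA preincubated 10 min at RT with compound (up to 57.5 uM final), then substrate plus GAPDH/TPI/NAD/arsenate coupling and diaphorase/resazurin added. Fluorescence read after 20 min at RT, 525/598 nm.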
AmpC detergent = qHTS Inhibitors of AmpC Beta-Lactamase (assay with detergent); AmpC hydrolysis of nitrocefin, absorbance 480 nm, 0.01% Triton; P00811; Potency, µM (series often up to 114 µM), inactives show at the highest dose activity change, negative = inhibition, usual class: inhibitors; AID 485294, 2010; hit rate 0.041% among 370,000;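 note: potency is the fitted concentration of half-maximal effect; 0% = no-compound wells and -100% = no-enzyme wells; nearly all actives have a fitted effect of over 25% in size; some results filed as inactive show a strong effect at the top dose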
Target sequence (P00811 whole entry, looked up): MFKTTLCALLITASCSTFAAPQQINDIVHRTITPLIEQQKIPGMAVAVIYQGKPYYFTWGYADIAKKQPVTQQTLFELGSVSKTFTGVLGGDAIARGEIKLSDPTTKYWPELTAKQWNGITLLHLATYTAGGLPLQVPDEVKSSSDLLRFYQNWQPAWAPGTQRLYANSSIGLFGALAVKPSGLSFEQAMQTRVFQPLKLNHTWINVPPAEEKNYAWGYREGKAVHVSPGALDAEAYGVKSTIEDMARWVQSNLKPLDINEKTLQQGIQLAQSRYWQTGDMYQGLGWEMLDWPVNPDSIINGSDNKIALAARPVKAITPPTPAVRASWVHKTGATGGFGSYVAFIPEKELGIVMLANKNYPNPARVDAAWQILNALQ
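20 mM phosphate pH 7.0 + 0.01% (detergent screen) or 0.0001% Triton X-100; 5.3 nM AmpC reagent; cpd preinc 15 min RT; nitrocefin (800 uM stock) to start; A480 q20 s × 4 min; Activity was normalised to no-enzyme and no-compound control wells.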
HCMV inh = qHTS Assay for inhibitors of the human cytomegalovirus (HCMV); activity change, negative = inhibition, % at 57.5 µM; hit rate 4.5% among 410,000; HFF cells, HCMV-luciferase reporter, 72 h; active compounds read low; in the data active = activity change below about -60%; inconclusive = no clear call, values can overlap the other calls; inactive = above about -39%
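Screen run at 2 compound doses on HFFs infected with reporter HCMV, MOI 1 PFU/cell. Luciferase activity from cell lysates at 72 h post infection gave inhibition relative to buffer-only and Salinomycin wells.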
* hit, by the source's call; u = inconclusive; x = no result given; & = joins results of further samples; [ ] = another dose, or the depositor's remark. Unless noted, calls come from the whole dose curve; as a rule, active = well fitted curve in the direction sought with a large enough effect; inconclusive = small, poorly fitted or top-dose-only effect, or another doubt; inactive = no such curve, though single readings can be large; an effect the other way counts as inactive or inconclusive. Unless noted, % is set by controls: 0 for no effect and ±100 for the full control effect. Compounds were not picked by outcome; overall some 9.3% were active at least once.

structure	HCV inhibitor	AMA1-RON2 inh	Sm TGR block	FBPA Giardia inh	AmpC detergent	HCMV inh
COc1cccc(C(=O)Nc2cc3cc(OC)ccc3oc2=O)c1	x	x	-6%	x	16%	4
CCOC(=O)C1CCCN(S(=O)(=O)c2ccc(S(=O)(=O)N3CCCC3)cc2)C1 (centres undefined)	1.4µM*	31%[activator]	0%	x	-16%	10
CCC(C(=O)Nc1ccccc1)c1ccccc1 (centres undefined)	5%	2%	-1%	0%	-11%	21
CCOc1cc(C#N)ccc1OCC(=O)N1CCN(C(=O)c2cccs2)CC1	1%	-11%	-16%	x	u	-23
Cc1cc(NC(=O)CSc2nnc(-c3ccco3)o2)no1	20%	28µM*	-12%	2%	-7%	-8
Cc1ccc(C)c(N(CC(=O)NC2CCCCC2)C(=O)CNC(=O)c2ccco2)c1	21%	3%	-3%	-5%	-11%	-24
CCOc1ccc(NC(=O)C(CC(=O)O)Cc2ccccc2)cc1 (centres undefined)	8%	-3%	x	7%	4%	-2
O=C(COC(=O)C1=COCCO1)NC(=O)c1ccc(OC(F)F)cc1	u	17%	0%	-2%	6%	-39
CCCCCc1c(O)c2ccccc2[nH]c1=O	-11%	1%	2%	-12%	2%	5
CCC(CC)NC(=O)c1cc(S(=O)(=O)N2CCCCC2)ccc1N1CCOCC1	6%	-2%	1%	x	-1%	-9
CCCCN(CC)C(=O)c1ccccc1Oc1ccccc1	6%	-1%	-6%	1%	-7%	-31
CC1Cc2ccccc2N1S(=O)(=O)c1c(N)n(C)c(=O)n(C)c1=O (centres undefined)	-26%	-6%	2%	2%	-1%	-2
COc1ccc(Cn2c3nc4ccccc4nc3c3c(=O)n(Cc4ccco4)c(C)nc32)cc1	u	x	u	u	-4%	x
CC(C)OCc1cc(CN2CCN(c3cccc(C(F)(F)F)c3)CC2)c(O)c2ncccc12	x	x	-2%	x	16%	-98*
CCNc1nc(NC(C)C)nc(Nn2cnnc2)n1	6%	-4%	-5%	4%	-4%	41
Cc1ccc(CN2CCSc3ccc(C(=O)N4CCOCC4)cc32)cc1	-23%	-2%	3%	x	1%	x
CCNC(=O)/C(=C/c1ccc2c(c1)OCO2)NC(=O)c1ccc(Br)cc1	5%	0%	6%	17%	-3%	28
O=C(Nc1cccc(S(=O)(=O)N2CCOCC2)c1)c1ccc(Cl)c([N+](=O)[O-])c1	u	-12%	6%	-5%	4%	16
S=P(NC1CCCCC1)(N1CC1)N1CC1	-16%	10%	12%	-5%	0%	u
Cc1ccc(S(=O)(=O)N(CC(=O)NCc2ccncc2)C2CCCCC2)cc1	0%	-1%	-13%	1%	u	28
CC[C@]12c3[nH]c4cc(CCC(=O)N(C)C)ccc4c3CCN1C(=O)[C@@H](CC(=O)NCCN1CCOCC1)C[C@@H]2C(=O)N1CCN(C(=O)c2ccco2)CC1	-8%	-3%	x	x	x	52
NC(=S)N/N=C/c1ccc(-c2cc(Cl)c(Cl)cc2Cl)o1	-20%	64%[activator]	12%	-6%	0%	16
CC(C(N)=O)N1c2cccc3cccc(c23)S1(=O)=O (centres undefined)	u	1%	-8%	-11%	0%	-10
CC(C)Cc1nnc(NC(=O)CSc2nc(O)c(Cc3ccccc3)c(=O)[nH]2)s1	15%	-1%	4%	18%	u	-4
CCCCn1c(=N)n(CC(=O)O)c2ccccc21	16%	-2%	x	2%	-10%	5
O=S(=O)([N-]c1nc2ccccc2nc1-[n+]1ccccc1)c1ccc(Cl)cc1	24%	-7%	2%	3%	0%	-62*
Cc1cccc(-n2cc(-c3ccccc3)nc2SCC(=O)Nc2ccccc2Cl)c1	x	x	-5%	x	-7%	-2
COc1ccccc1CNC(=O)c1ccc(OCC2CCCO2)cc1 (centres undefined)	9%	2%	1%	10%	-11%	30
CN1CCN(S(=O)(=O)c2ccc(Cl)nc2)CC1	17%	6%[2.32 µM]	-1%	2%	u	u
CC(=O)Nc1ccc(OCC(O)Cn2nc(C)c(C(C)=O)c2C)cc1 (centres undefined)	16%	1%	5%	-8%	-12%	-24
O=c1cc(-c2ccccc2)nc2cc(-c3ccc(F)cc3)[nH]n12	0%	1%	-2%	x	1%	44&20
Cc1ccc(NC(=O)COC(=O)CN2C(=O)c3ccccc3C2=O)cc1	1%	-4%	4%	x	u	15
COn1c(SCc2ccc(C)cc2C)nc2ccccc2c1=O	u	7%	-13%	7%	1%	u
CCOC(=O)c1c(NC(=O)CCC(=O)O)sc2c1CCCCC2	-4%	14%	0%	28%	-3%	-31
c1ccc(-c2ccc3c(n2)CCCO3)cc1	-7%	9%	x	x	x	15
O=C(O)c1ccc(S(=O)(=O)N[C@@H](Cc2ccc(O)cc2)C(=O)O)cc1	x	x	45µM*	12%	u	x
Cc1ccc(CN2CCCn3nc(C(=O)NCCc4ccc(Cl)cc4)cc3C2=O)cc1	x	x	16%	x	25%	-12
CCc1c(O)nc(SCC(=O)NC(C)(C)C)n(-c2ccccc2)c1=O	25%	1%	-13%	7%	u	6
Cc1ccc(C(=O)O)cc1N1C(=O)CCCC1=O	-1%	3%	8%	1%	3%	-8
CC1CC(C)CN(C(=O)/C=C/c2ccc([N+](=O)[O-])s2)C1 (centres undefined)	u	-17%	13µM*	-19%	-2%	-87*
O=C(c1ccco1)N1CCN=C1SCc1cccc(Cl)c1	-7%	1%	-7%	8%	-7%	-38
COc1ccc(N2C(=NC(=O)CCC3CCCC3)SC3CS(=O)(=O)CC32)cc1 (centres undefined)	17%	10%	-4%	5%	-9%	u
CCOc1ccc(-c2[nH]ncc2Oc2ccccc2OC)c(O)c1	-26%	-9%	-10%	-22%	u	u
COc1cc(OC)cc(C(=O)Nc2ccc3c(c2)N(C2CCCC2)C(=O)c2ccccc2S3)c1	x	x	-1%	x	-1%	u
COc1cc(OC)cc(C(=O)NC(C(=O)NNC(=O)CN(C)S(=O)(=O)c2ccc(C)cc2)C(C)C)c1 (centres undefined)	-2%	78%[activator]	x	x	x	51

Reprinted at random: four compounds from above.
structure	HCV inhibitor	AMA1-RON2 inh	Sm TGR block	FBPA Giardia inh	AmpC detergent	HCMV inh
CC1CC(C)CN(C(=O)/C=C/c2ccc([N+](=O)[O-])s2)C1 (centres undefined)	u	-17%	13µM*	-19%	-2%	-87*
CCOC(=O)c1c(NC(=O)CCC(=O)O)sc2c1CCCCC2	-4%	14%	0%	28%	-3%	-31
CCc1c(O)nc(SCC(=O)NC(C)(C)C)n(-c2ccccc2)c1=O	25%	1%	-13%	7%	u	6
COc1ccc(N2C(=NC(=O)CCC3CCCC3)SC3CS(=O)(=O)CC32)cc1 (centres undefined)	17%	10%	-4%	5%	-9%	u

(more compounds)
structure	HCV inhibitor	AMA1-RON2 inh	Sm TGR block	FBPA Giardia inh	AmpC detergent	HCMV inh
CCOC(=O)Cn1nc(C)n(-c2ccc(Br)cc2)c1=O	14%	19%	x	0%	6%	u
CSc1ccc(N2CCN(CCCNC(=O)Nc3ccccc3F)CC2)cc1	u	-14%	15%	6%	3%	4
COc1ccc(C2C(C(C)=O)=C(O)C(=O)N2c2ccc(C)cc2)cc1 (centres undefined)	7%	-17%	0%	0%	1%	-19
CCC(=O)N1N=C(c2c(O)n(CCc3ccccc3)c(=O)[nH]c2=O)CC1c1ccc(OC)c(OC)c1 (centres undefined)	-10%	89%[activator]	0%	-6%	6%	-5
O=C(CSc1nccc(=O)[nH]1)c1cc2ccccc2o1	27%	22%	8%	-3%	7%	16
Cc1ccc(SCC(=O)Nc2ccc(F)cc2[N+](=O)[O-])cc1C	-13%	u	0%	2%	-10%	3
COc1ccc(Br)c2oc(SC)cc(=O)c12	-1%[8.37 µM]	-3%	u	6%[89.2 µM]	5%	-10
COc1cccc(C(=O)Nc2ccc(S(=O)(=O)Nc3onc(C)c3C)cc2)c1	17%	20%	6%	16%	1%	22
N[C@@H](Cc1ccc(F)cc1)C(=O)O	-8%	0%	x	-1%	x	-14
CCCCC1C(=O)NC(=S)NC1=O	3%	x	-6%	-26%	2%	x
Oc1[nH]c2ccc(Br)cc2c1N=Nc1ccc(F)cc1	-1%	6%	6%	0%	4%	120
O=C(c1ccccc1N1CCOCC1)N1CCCC(Nc2ccc(F)cc2)C1 (centres undefined)	-12%	-9%	-29%	-2%	6%	-18
Cc1ccc(/C=C/C(=O)Nc2ccc(N(C)C)cc2)o1	-20%	u	-21%	-14%	-3%	-7
COC(=O)Cc1csc(NC(=O)c2ccc3ncsc3c2)n1	-2%	-6%	3%	x	-6%	80
Cc1ccc(NC(=O)CN2CCOCC2)cc1	-1%	2%	-3%	8%	-11%	-30
C/C(=N\NC(=O)COc1ccc(C)cc1[N+](=O)[O-])c1cccs1	-16%	7%	5%	3%	2%	21
COc1ccc(C2C(C(=O)Nc3ccccc3OC)=C(C)Nc3ncnn32)cc1 (centres undefined)	6%	9%	0%	4%	-9%	41
O=C(Nc1cccc(-n2cnnn2)c1)c1ccco1	1%	-7%	-28%	-11%	-12%	-24
COc1ccc(NS(=O)(=O)c2cc(NC(=O)[C@@H](NC(N)=O)C(C)C)ccc2C)cc1	-11%	7%	15%	-3%	5%	-14
Cc1ccc(OCCSc2nnc(NC(=O)c3ccco3)s2)cc1	8%	-9%	-2%	8%	-4%	-1
Cc1noc(C)c1S(=O)(=O)N1CCN(c2ccccc2)CC1	15%	-1%	-2%	2%	6%	7
Cc1ccc(C)c(SCC(=O)Nc2oc(C)c3c(C)n[nH]c(=O)c23)c1	4%	0%	-31%	x	u	-22
CC(C)(Oc1ccc(Cl)cc1)C(=O)OCC(=O)NCCc1ccc(S(N)(=O)=O)cc1	39%[activator]	-4%	-14%	x	u	1
O=P1(Oc2ccccc2)OCCCS1 (centres undefined)	9%	-13%	8%	3%	7%	22
COc1ccc(N2CCN(C(=O)CSCc3ccc(C)cc3)CC2)cc1	x	x	-3%	x	7%	18
COc1ccc(/C=C/C(=O)N(C)C2CCS(=O)(=O)C2)cc1 (centres undefined)	-1%	6%	1%	x	0%	16
CCN1C(C)=C(C)S/C1=C1\SC(=S)N(N)C1=O	7%	8%	x	-22%	-7%	u
Cc1cc(C)c2nc(N3CCC(C(=O)NCC4CCCO4)CC3)sc2c1 (centres undefined)	u	-11%	1%	x	0%	51
Cc1cc(OCc2cc3c(cc2Cl)OCO3)c2c(C)cc(=O)oc2c1	-17%	5%	-1%	1%	-2%	-1

Compound activity as filed in PubChem.
